TAG inh – reduces triacylglycerol accumulation in H9c2 cells; Nile Red lipid (TAG) fluorescence; cells loaded with 200 µM oleic acid; inhibition, % at 12.5 µM; 230,000 tested, 0.66% active; AID 651582;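 active = pattern-corrected inhibition of lipid staining of at least 50% with the nuclear-stain viability signal not falling by more than 50%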;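 also: 0% = DMSO wells and 100% = triacsin C control wells; some results filed as inactive read as strong as hits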
TAG inh DAPI viability – recorded beside TAG inh, whose call it bears; DAPI nuclei signal change (viability), lower = more cytotoxic, %;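 whole-well DAPI fluorescence read on a plate reader as a viability signal; minus 50 percent equals half of cells still viable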
* marks the source's active call; other numbers are inactive results. A portion of the library; rates above refer to the full screens.

SMILES,TAG inh,TAG inh DAPI viability
CCOC(=O)c1c(SCCN2CCCC2)n(-c2ccccc2)c(=S)n(-c2ccccc2)c1=O,82*,-44*
O=C(c1ccc(-n2cncn2)c([N+](=O)[O-])c1)N1CCN(S(=O)(=O)c2ccccc2F)CC1,2,-5
CCOC(=O)C1(CCc2ccccc2)CCN(C(=O)Cc2nonc2C)CC1,7,-3
CCn1cc(/C=N\NC(=O)c2ccc3c(c2)c(C)c(C)n3Cc2ccccc2)c(C)n1,-28,5
O=C1Nc2ccccc2N(O)N1c1cc(-c2ccccc2Cl)no1,10,6
CCC(=O)NC(=S)Nc1cccc(Cl)c1N1CCCC1,-17,9
O=C(NCCCN1CCOCC1)c1ccccc1,7,1
COc1cc(C2c3cc4c(cc3C3OC(=O)C2C3CO)OCO4)cc(OC)c1OC (stereo unspecified),41,-27
CC(N=C1NS(=O)(=O)c2ccccc21)C(=O)Nc1ccc(F)cc1Cl (stereo unspecified),-3,7
COc1ccc2nc(N3C(=O)C(O)=C(C(=O)c4ccco4)C3c3ccc(OC)c(OC)c3)sc2c1 (stereo unspecified),-8,1
Cc1coc(NC(=O)CSc2nc(-c3ccc(Cl)cc3)cc(C(F)(F)F)c2C#N)n1,-43,-6
Cn1c(CSCc2ccccc2)nnc1SCC(=O)Nc1ccc(C(=O)O)cc1,-1,-4
CCN=C(Nc1ccc(Cl)cc1)c1cccnc1,4,3
N#CCSc1nnc(CNc2ccc(F)cc2)o1,-4,-5
O=C1COc2ccc(C(=O)COC(=O)Cn3cnc4ccccc43)cc2N1,-14,3
COCC1CCN(C(=O)c2cc(COc3ccc(-n4cncn4)cc3)on2)C1 (stereo unspecified),-9,4
COc1ccccc1[C@@]1(C)ON(c2ccccc2C(F)(F)F)C1=O,-8,-5
COc1ccc(NC(=O)C2Cc3c(-c4ccc(Cl)cc4)ccnc3O2)cc1 (stereo unspecified),-27,0
O=C(Nc1ccccc1)Nc1nc2ccccc2s1,-5,2
CC1(C)NC(=O)N(CC(O)COc2cccc(F)c2)C1=O (stereo unspecified),4,6
CCOc1ncccc1C(=O)Nc1cc(S(=O)(=O)N2CCCCCC2)ccc1OC,4,17
CCN(C(=O)CSc1nncn1-c1ccccc1)C1CCS(=O)(=O)C1 (stereo unspecified),3,-7
CC(=O)c1cccc(NC(=O)C(C)OC(=O)CNC(=O)c2ccc(C)s2)c1 (stereo unspecified),-16,4
Cc1ccnc(NC(=O)CCCNC(=O)c2ccc(Cl)cc2)c1,11,-1
COc1ccc(COC(=O)CNC(=O)C2CCCCC2)cc1F,-22,-4
COc1cc(N)c(Cc2nccc3cc(OC)c(OC)cc23)cc1OC,3,3
Cc1cccc(C(C)C)c1NC(=O)CN1C(=O)NC2(CCc3ccccc32)C1=O (stereo unspecified),11,-5
CCc1nc2c(OCc3ccccc3C)cccn2c1N(C)C(=O)C1CC1,6,-23
COc1cc(C(=O)NC(=S)Nc2nccs2)cc(OC)c1OC,-7,-2
COc1ccc(CC(=O)NNC(=O)COc2ccc(C)cc2)cc1S(=O)(=O)N1CCOCC1,0,-6

One compound at a time, from the list above:
COc1ccc(NC(=O)C2Cc3c(-c4ccc(Cl)cc4)ccnc3O2)cc1 (stereo unspecified) across the screens: TAG inh = -27; TAG inh DAPI viability = 0
O=C1Nc2ccccc2N(O)N1c1cc(-c2ccccc2Cl)no1 across the screens: TAG inh = 10; TAG inh DAPI viability = 6

Next part
SMILES,TAG inh,TAG inh DAPI viability
Cn1cc(CN2CCN(Cc3ccccc3)C(CCO)C2)c(-c2ccccc2)n1 (stereo unspecified),5,2
COc1cc2c(C#CCCO)c(-c3ccc(C#N)cc3)oc(=O)c2cc1OC,12,15
COc1ccc2c(c1)CCc1cnc(N)nc1-2,24,7
Cc1ccsc1/C=N/NC(=S)NCCc1ccccc1,-4,-1
COc1ccccc1C(=O)N=C1NC(=O)CC2C(=O)NCCN12 (stereo unspecified),2,16
Cc1ccc(NC2=NCC(=O)N2C2CCCC2)c(C)c1,3,-8
CCC1(c2ccc(OC)cc2)NC(=O)N(CC(=O)NC2CCCCC2C)C1=O (stereo unspecified),-13,-1
Cc1ccc(-c2cc(C(=O)OCC(=O)N(C)C3CCS(=O)(=O)C3)c3ccccc3n2)c(C)c1 (stereo unspecified),8,-1
COc1cc2c(cc1OC)C(c1ccccc1)N(C(=O)CCl)CC2 (stereo unspecified),-19,-15
COc1ccc(C2NC(=O)NC3=C2CCc2ccccc23)cc1 (stereo unspecified),-17,18
O=C(Cc1noc2ccccc12)NNC(=S)Nc1ccccc1,-1,0
CC(=O)CSc1nc(CCc2ccccc2)c(C#N)c(=O)[nH]1,5,0
CCN(CC)S(=O)(=O)c1ccc2c(c1)nc(SCC(=O)NCC1CCCO1)n2CC (stereo unspecified),6,4
Cc1ccc2nc(SCC(=O)NC3CC3)[nH]c2c1,-19,6
Cc1c(Cl)cccc1NC(=S)N(CCN(C)C)C(C)c1ccccn1 (stereo unspecified),-10,10
COCCCNC(=O)CS(=O)Cc1nc(-c2cccc(OC)c2)oc1C (stereo unspecified),5,12
CCc1c(C(=O)Nc2ccc(OC)c(Cl)c2)[nH]c(C)c1C(C)=O,-31,-3
COc1ccc(C(=O)n2cc(C(=O)c3cc(C)ccc3O)cn2)cc1OC,0,-13
CCOC(=O)c1nn(-c2ccccc2)c(-c2ccccc2)c1C(=O)c1ccccc1,-3,-2
Cc1cc(C)n2c(SC(C)C(=O)NC3(C#N)CCCCC3)nnc2n1 (stereo unspecified),15,-6
O=C(CCCC(=O)N1CCN(c2ccccc2F)CC1)N1CCN(c2ccccc2F)CC1,1,-1
CCN(CC1CCCN(CCc2cccc(F)c2)C1)C(=O)c1ccoc1C (stereo unspecified),-7,3
NC(=O)COC(=O)CC(c1ccccc1)c1ccccc1,3,3
COc1cc2c(cc1NC(=O)c1cccc(F)c1)CCCC2,-5,-3
CCOC(=O)C1C(c2ccc(Cl)cc2)NC(=S)NC1(O)C(F)(F)F (stereo unspecified),4,-14
Cc1ccc(S(=O)(=O)/N=C2/NC(=O)/C(=C/c3ccccc3)S2)cc1,1,7
C=CCOc1ccc(/C=N/NC(=O)CN2CCCCC2)cc1OC,6,-3
Cc1ccc(NC(=S)N(CCN(C)C)Cc2cccs2)c(C)c1,1,6
Cc1ccc(C(=O)N2CCN(c3ccc(N4CCOCC4)nn3)CC2)cc1C,19,3
COC(=O)[C@@H]1[C@@H](C)N(Cc2ccccc2)C(=O)N[C@H]1c1cccc(C(F)(F)F)c1,-12,-8

Continued; the last two above are carried over.
SMILES,TAG inh,TAG inh DAPI viability
Cc1ccc(C(=O)N2CCN(c3ccc(N4CCOCC4)nn3)CC2)cc1C,19,3
COC(=O)[C@@H]1[C@@H](C)N(Cc2ccccc2)C(=O)N[C@H]1c1cccc(C(F)(F)F)c1,-12,-8
CCCc1cc(N2CCC(C(N)=O)CC2)nc(-c2ccccc2)n1,13,-3
COc1cc(NC(=O)C2CCCO2)c(OC)cc1Cl (stereo unspecified),0,-5
O=C(CSCc1ccco1)NC1CCCC1,14,0
CC1CCCCN1C(=O)c1ccc(Br)o1 (stereo unspecified),19,1
CC(C)(C)n1nc(-c2ccc(Cl)cc2)c2c(N)ncnc21,38,-5
C=CCOC(=O)c1sc(NC(=O)c2ccc(OC)cc2)nc1C,-14,12
CNNC(=O)C(=O)NNS(=O)(=O)c1ccccc1,7,-6
COc1ccc(/C=N/NC(=O)C(C)n2nnc3ccccc32)cc1OC (stereo unspecified),6,-11
Cc1cccc(Nc2ncccc2C(=O)NCc2cccs2)c1C,18,3
O=C(NC1=NCCS1)c1cccc(F)c1,-4,-7
O=C1C=C(c2ccc(O)cc2)C[C@@H](c2ccc(Cl)cc2)C1,-21,-2
C[C@H](CO)N1C[C@H](C)[C@@H](CN(C)S(C)(=O)=O)Oc2c(NC(=O)Nc3ccc(C(F)(F)F)cc3)cccc2C1=O,4,1
CCSc1nnc(COc2ccccc2)n1CC,-7,10
COc1cc(C2C3C(C)N(C)C(=O)N(C)C3N(C)C(=O)N2C)ccc1O (stereo unspecified),-5,-10
Cc1ccc(C)c2[nH]c(=O)c(CN(Cc3ccc4c(c3)OCO4)Cc3nnnn3Cc3ccco3)cc12,-10,5
O=C(c1cccc([N+](=O)[O-])c1)N1CCCC(C(=O)N2CCCCC2)C1 (stereo unspecified),-16,10
COc1ccc(C(=O)N2CCC(C)(C(=O)O)C2)cc1OC (stereo unspecified),-2,-6
COc1ccccc1NC(=O)CNC(=O)CC12CC3CC(CC(C3)C1)C2,18,1
C=CCn1c(SCC(=O)N2CCc3ccccc3C2)nc2sc(C)cc2c1=O,-22,-2
O=C1CCCC2=C1C(c1ccccc1)CC(=O)N2c1ccccc1 (stereo unspecified),-28,13
Cc1ccc(Cn2c(=O)n(Cc3ccco3)c(=O)c3ccccc32)cc1,19,-8
CC(=O)CC(=O)Nc1ncc(C(F)(F)F)cc1Cl,-5,-4
CCCN(C)C[C@H]1Oc2ncc(Br)cc2C(=O)N([C@@H](C)CO)C[C@@H]1C,-10,4
CCOc1ccc(CCNC(=O)c2cc(C)on2)cc1OCC,18,0
c1cc(CN2CCCCC2)cc(OCCCNc2nc3ccccc3s2)c1,-4,5
OCCN1CCN(CC(O)COc2ccc(C34CC5CC(CC(C5)C3)C4)cc2)CC1 (stereo unspecified),63*,-39*
CC(=O)O[C@H]1CC[C@@]2(C)C(=CC[C@H]3[C@@H]4CC[C@H](C(C)=O)[C@@]4(C)CC[C@@H]32)C1,3,-13
CC1(C)CC(NC(=O)c2cccc3ccccc23)CC(C)(C)N1,0,5
CCc1ccc(/C=C2\Oc3c(ccc(O)c3CN3CCN(C)CC3)C2=O)cc1,5,19
Cc1cc(Cl)ccc1OCCCC(=O)NCC1CCCO1 (stereo unspecified),1,3
CC(=O)c1c(C(C)=O)c(C)n(-c2ccc(N)c(C)c2)c1C,-6,-17
CC1(C(=O)NS(=O)(=O)c2cccc(Cl)c2)CCN1C(=O)C1(c2ccc(Cl)cc2)CC1 (stereo unspecified),-1,4
Cc1ccc(S(=O)(=O)N2CCN(C(=O)COC(=O)/C=C/c3ccc(OC(F)F)cc3)CC2)cc1,-2,-2
COc1cc(NC(=O)Cc2ccccc2)ccc1NC(=O)c1ccccc1,-7,10
COc1ccc(/C=C2/CCCc3ccccc3C2=O)cc1,60*,-46*
CCOC(=O)C(=NC1CCCCC1)NNc1cccc(C(F)(F)F)c1,-4,12
NC(=O)c1ccccc1N/C=C/C(=O)c1ccc(F)cc1,-5,2
N#Cc1cc2c(nc1SCC(=O)O)CCCC2,-12,-8
O=C(CC1S/C(=N/N=C/c2ccco2)NC1=O)Nc1cccc(Cl)c1Cl (stereo unspecified),-3,8
CC1CCCCC1NC(=O)CSC1=Nc2ccccc2C2CC=NN12 (stereo unspecified),18,-1
Cn1cc([N+](=O)[O-])c(C(=O)NNC(=O)c2ccc([N+](=O)[O-])cc2)n1,-7,2
COc1ccc(CCn2c(=O)[nH]c3cc(C(=O)N4CCN(c5ccccc5)CC4)ccc3c2=O)cc1OC,-17,14
Cc1ccc(C(=O)Nc2ccccc2N2CCCCC2)cc1S(=O)(=O)N1CCOCC1,-19,5
CCOC(=O)c1nnn(CC(=O)N2N=C(c3ccccc3)CC2c2ccccc2)c1C(=O)OCC (stereo unspecified),-5,-4
O=S(=O)(c1c(F)cccc1F)N(CCc1ccc(F)cc1)C[C@@H](O)COCc1ccccc1,-7,-7
C=CCn1nc2n(c1=O)-c1ccccc1SC2,-8,1
Cc1ccc(NC(=O)Cn2cc(C=O)c3ccccc32)cc1,-24,12
COc1ccc2c(CCNC(N)=S)c[nH]c2c1,-9,4
CCCN(c1ccc(C(=O)OC)cc1)S(=O)(=O)c1ccccc1,-5,5
C=CCCN(C1CCCC1)S(=O)(=O)c1ccccc1Br,-13,-1
Cc1cc(C)n(C(=O)COc2ccccc2C)n1,9,-5
CCCn1nnc(NC(=O)c2cccnc2Cl)n1,7,2
COCCCN(C(=O)c1cc(C)oc1C)c1c(N)n(CC(C)C)c(=O)[nH]c1=O,-6,-3
Cn1c(NC(=O)c2ccccc2Br)cc(=O)n(C)c1=O,-27,12

4 of the compounds above, with two lines to a compound:
The line under a structure holds: TAG inh | TAG inh DAPI viability
- O=C(CC1S/C(=N/N=C/c2ccco2)NC1=O)Nc1cccc(Cl)c1Cl (stereo unspecified)
 : -3 | 8
- O=S(=O)(c1c(F)cccc1F)N(CCc1ccc(F)cc1)C[C@@H](O)COCc1ccccc1
 : -7 | -7
- C=CCn1nc2n(c1=O)-c1ccccc1SC2
 : -8 | 1
- COc1cc(NC(=O)Cc2ccccc2)ccc1NC(=O)c1ccccc1
 : -7 | 10

Bioassay records from PubChem.
